Screening data as filed in PubChem BioAssay.
12-LOX inh = blocks human arachidonate 12S-lipoxygenase; P18054; purified 12hLO, xylenol orange hydroperoxide absorbance; Potency, µM (highest dose often 108 µM), without a hit: at the highest dose activity change, negative = inhibition, most hits filed as inhibitors; 580,000 compounds, 1.1% hits; AID 1671190; further: potency means the concentration at half of the fitted maximal effect; on the % scale 0 is the no-effect control and ±100 the full control effect
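Purified human 12hLO at 150 nM in 25 mM Hepes, 0.01% Triton X-100, pH 7.0, preincubated 15 min at room temperature with compound. Reaction started with 40 uM arachidonic acid, 30 min at room temperature. Hydroperoxide measured by Fe-xylenol orange, 573/405 nm absorbance ratio.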
Vif-A3F inh = inhibitors of Vif-A3F interaction. Potency, µM (series often up to 46.1 µM), for inactives: top-dose activity, negative = active. 390,000 compounds, 0.2% hits. AID 602313. HeLa A3F-eYFP + Vif (tagged APOBEC3F with the HIV-1 protein that degrades it), YFP fluorescence increase; further: potency means the concentration at half of the fitted maximal effect; % of control where 0% means no effect; nearly all actives have a fitted effect of over 65% in size
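HeLa cells stably expressing A3F-eYFP plus Vif, plated and incubated overnight at 37 deg C, then exposed to compounds overnight at 37 deg C. Blocked degradation read as raised yellow fluorescence (Ex 488/Em 500-530).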
D2 ag = D2 dopamine receptor (human) agonism | activation, % at 2 µM | 340,000 compounds, 0.53% hits | P14416 | HEK293 T-REx D2 cells, calcium flux agonist mode;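 active means activation over 3 SD above normal in the single-dose calcium agonist read, cut at about 30% in these data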; further: 0% is about no effect
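Tetracycline-induced HEK293 Trex cells with D2 receptor force-coupled to calcium signaling, plated overnight at 30 C and loaded with no-wash calcium dye. Calcium flux read kinetically for 180 s after compound addition; responses flag agonists.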
LDHA block = LDHA (human) enzyme inhibition | P00338 | purified LDHA, NADH/diaphorase-resazurin fluorescence; hits give low values | activity change, % (values are at about 110 or 230 µM) | 480,000 compounds, 0.15% hits; in the data active means activity change below about -30%; inconclusive means mostly about -25% to -30%;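 further: plate controls were DMSO wells for no effect and wells without enzyme for full effect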
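Human LDH5 (2 nM) was incubated with 0.06 mM NADH and 0.2 mM pyruvate for 5 min at room temperature in Tris pH 7.4. Remaining NADH was coupled through diaphorase/resazurin, and resorufin fluorescence was read at 0 and 20 min.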
ERG Ets-DNA blk = inhibitors of human ERG Ets domain-DNA interaction. fluorescence polarization, His-ERG Ets domain / labelled DNA. 370,000 compounds, 0.028% hits. Potency, µM (titrated, usually from 76.9 µM), inactives show at the highest dose FP activity, negative = inhibition, most hits filed as inhibitors. P11308; active means well fitted inhibition curve with a large enough effect in the polarisation, with a control signal flat; inconclusive means small, poorly fitted or top-dose-only effect, or effect the other way, or a change in a side signal; inactive means no such curve, though single readings can be large or run the other way; the % refers to the polarisation;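 further: polarization taken with two DNA probes labelled with fluorescein and Texas red; potency means the concentration at half of the fitted maximal effect; % of control where 0% means no effect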
Target sequence (P11308 whole entry, looked up, the tested form may be a part): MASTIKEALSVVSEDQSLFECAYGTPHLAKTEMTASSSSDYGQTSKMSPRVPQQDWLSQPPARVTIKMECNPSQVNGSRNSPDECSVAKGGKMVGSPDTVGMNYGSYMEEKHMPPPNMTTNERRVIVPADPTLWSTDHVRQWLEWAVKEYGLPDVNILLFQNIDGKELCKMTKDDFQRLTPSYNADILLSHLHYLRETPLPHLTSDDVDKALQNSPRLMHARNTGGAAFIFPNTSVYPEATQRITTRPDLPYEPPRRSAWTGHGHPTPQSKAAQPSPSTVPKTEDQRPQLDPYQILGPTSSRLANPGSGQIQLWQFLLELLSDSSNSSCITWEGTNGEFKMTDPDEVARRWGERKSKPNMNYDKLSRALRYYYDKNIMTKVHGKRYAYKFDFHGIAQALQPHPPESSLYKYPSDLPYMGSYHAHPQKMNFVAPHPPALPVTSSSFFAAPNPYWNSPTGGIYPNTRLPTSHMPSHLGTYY
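His-tagged ERG Ets domain (1 uM in the protein solution; 300mM KCl, 50mM Tris-HCl, 1mM EDTA, 1mM DTT, pH 7.5) received compound, then a probe mix of 5 nM fluorescein-DNA and 100nM Texas-615-DNA. Fluorescence polarization was read for both dyes.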
D2 antagonist = antagonists of human D2 dopamine receptor; P14416; HEK293 TREx D2 cells, calcium flux, dopamine EC80; inhibition, % at 10 µM; 340,000 compounds, 2% hits; in the data active means inhibition above about 30%; further: 0% is about no effect
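Antagonism is scored as inhibition of an EC80 dopamine-evoked calcium signal in a force-coupled, tetracycline-inducible HEK293 T-REx D2 line, with compound present 180 s before agonist.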
Vif-APOBEC3G blk = Vif-A3G binding inhibition | Q9HC16 | AID 602310 | 410,000 compounds, 0.076% hits | HeLa A3G-eYFP + Vif (tagged APOBEC3G with the HIV-1 protein that degrades it), YFP fluorescence, overnight | Potency, µM (highest dose often 46.1 µM), without a hit: top-dose activity, negative = active, usual class: inhibitors;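 further: potency means the concentration at half of the fitted maximal effect; on the % scale 0 is the no-effect control and ±100 the full control effect; nearly all actives have a fitted effect of over 60% in size; hits raise eYFP signal because A3G escapes Vif-driven loss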
Target sequence (Q9HC16 whole entry, looked up): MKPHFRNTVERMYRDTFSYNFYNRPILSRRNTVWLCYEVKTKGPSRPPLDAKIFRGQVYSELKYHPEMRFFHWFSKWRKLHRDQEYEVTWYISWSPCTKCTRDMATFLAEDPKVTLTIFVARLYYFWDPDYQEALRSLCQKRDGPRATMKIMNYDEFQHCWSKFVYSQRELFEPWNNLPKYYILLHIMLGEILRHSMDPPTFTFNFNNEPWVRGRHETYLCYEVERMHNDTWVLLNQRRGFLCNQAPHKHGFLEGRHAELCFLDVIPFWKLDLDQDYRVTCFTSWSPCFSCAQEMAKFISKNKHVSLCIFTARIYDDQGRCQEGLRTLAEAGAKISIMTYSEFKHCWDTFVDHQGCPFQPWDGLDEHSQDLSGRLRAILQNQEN
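Read-out is eYFP fluorescence (Ex 488/Em 500-530) from Vif-expressing HeLa A3G-eYFP cells; more signal means A3G escaped Vif-mediated degradation. Cells plated overnight, compound pinned in, incubated overnight at 37 deg C.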
RGS4 inh = inhibitors of human regulator of G protein signaling 4. Potency, µM (top dose mostly 114 µM), inactives show top-dose activity change, negative = inhibition, hits mostly inhibitors. Transcreener GDP fluorescence polarization, RGS4-accelerated GTP hydrolysis. 390,000 compounds, 0.039% hits. P49798; further: potency means the concentration at half of the fitted maximal effect; on the % scale 0 is the no-effect control and ±100 the full control effect; nearly all actives have a fitted effect of over 75% in size; some results filed as inactive show a strong effect at the top dose
Target sequence (P49798 whole entry, looked up): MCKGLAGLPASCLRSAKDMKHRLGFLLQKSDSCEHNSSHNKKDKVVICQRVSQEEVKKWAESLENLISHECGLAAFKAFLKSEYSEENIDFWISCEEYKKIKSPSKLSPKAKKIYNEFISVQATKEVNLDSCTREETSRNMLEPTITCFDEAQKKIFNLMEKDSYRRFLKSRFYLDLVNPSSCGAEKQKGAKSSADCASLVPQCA
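MLSMR compounds (23 nl, pin-transferred) preincubated 10 min at room temperature with a 500nM (2x) first reagent, then RGS4 at 900nM (2x) plus Transcreener GDP mix added; fluorescence polarization (620/688 nm) read before and after 90 min at 30 °C.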
GRP78 ERSR act = induces the endoplasmic reticulum stress response in human glioma cells | U87-MG GRP78 promoter luciferase reporter, 16 h | Potency, µM, inactives show at the highest dose activation, usual class: activators | 420,000 compounds, 0.02% hits | AID 602332; further: potency means the concentration at half of the fitted maximal effect; series mostly up to about 76 µM; % of control where 0% means no effect; nearly all actives have a fitted effect of over 35% in size
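Stably transfected U87-MG glioma cells carrying a GRP78-based luciferase sensor; 16 h compound incubation. Luminescence end-point read 10 min after Bright-Glo addition at room temperature.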
* marks the source's active call; other numbers are inactive results; ? = inconclusive; · = not tested or not shown; [ ] = dose if it differs, or a comment. Unless noted, the call rests on the fitted dose curve; in most records, active means well fitted curve in the direction sought with a large enough effect; inconclusive means small, poorly fitted or top-dose-only effect, or another doubt; inactive means no such curve, though single readings can be large; an effect the other way counts as inactive or inconclusive. The list is partial; rates above refer to the full screens.

A first look:
structure | 12-LOX inh | LDHA block | D2 antagonist | RGS4 inh | GRP78 ERSR act | Vif-APOBEC3G blk | D2 ag | Vif-A3F inh | ERG Ets-DNA blk
O=C(Cn1ncc2c([nH]c3ccccc32)c1=O)N1CCN(c2ccccn2)CC1 | 6% | -3 | -11 | 6% | 3% | 2% | 0.8 | -13% | -9%
CC[C@@]12C(=O)N(c3cccc(F)c3)C(=O)N1[C@H](c1ccc(OC)cc1)[C@@H]1C(=O)N(C(C)(C)C)C(=O)[C@@H]12 | 16% | -5 | 3 | -11% | -2% | 0% | 0.0 | 3% | -10%
Cc1ccc(N2CC(C(N)=O)CC2=O)cc1C (configuration not stated) | 0% | -6 | -3 | -1% | -4% | 0% | 0.5 | 0% | 0%
COc1cc(OC)c(NC(=O)C(C)n2nc(-c3ccc(C)c(C)c3)ccc2=O)cc1Cl (configuration not stated) | -23% | 2 | · | -14% | -2% | 2% | 0.6 | -4% | -6%
CCOC(=O)C1CCN(C(=O)CCc2c(C)nc3cc(-c4ccccc4)nn3c2C)CC1 | 21% | 3 | 0 | -9% | -11% | -2% | -0.1 | -9% | 11%
N/C(=N\OC(=O)CSc1ccccc1)c1ccccn1 | -10% | -1 | -10 | 29% | 3% | -5% | 0.4 | -25% | 0%
CCCCOc1ccc(NC2=NC3(CCCCC3)N=C(N)N2)cc1 | ? | -4 | 35* | 29% | 0% | 1% | 0.6 | -1% | 0%
OCCN(CCO)CC(O)CN(c1ccccc1)c1ccccc1 (configuration not stated) | 0% | 2 | 12 | -28% | -1% | -1% | 0.2 | -7% | -11%
NC(=O)C1CCCN(C(=O)CN2C(=O)NC(c3ccccc3)(c3ccccc3)C2=O)C1 (configuration not stated) | -25% | -4 | -7 | 10% | -1% | -3% | 0.5 | 1% | 10%
CCCNC(=O)c1ccccc1NC(=O)c1cccc(-n2cnnn2)c1 | 1% | -8 | 3 | -5% | 0% | -1% | 0.6 | -12% | 20%
CCC1(C)COC(c2ccc3c(c2)OCO3)OC1 (configuration not stated) | -3% | 0 | · | 2% | -2% | -1% | · | 4% | 5%
Cc1cc(O)c(C=O)c2c1C(=O)Oc1c(CO)c(O)c3c(c1O2)C(O)OC3=O (configuration not stated) | · | 25 | 1 | -125% | -1% | 0% | -0.3 | -2% | -18%
CCCC(C)NC(=O)c1cc(Cl)ccc1OC (configuration not stated) | 148%[activator] | -4 | 3 | 16% | -3% | 2% | 0.7 | -1% | -6%

Results, from the first entry:
structure | 12-LOX inh | LDHA block | D2 antagonist | RGS4 inh | GRP78 ERSR act | Vif-APOBEC3G blk | D2 ag | Vif-A3F inh | ERG Ets-DNA blk
O=C(Cn1ncc2c([nH]c3ccccc32)c1=O)N1CCN(c2ccccn2)CC1 | 6% | -3 | -11 | 6% | 3% | 2% | 0.8 | -13% | -9%
CC[C@@]12C(=O)N(c3cccc(F)c3)C(=O)N1[C@H](c1ccc(OC)cc1)[C@@H]1C(=O)N(C(C)(C)C)C(=O)[C@@H]12 | 16% | -5 | 3 | -11% | -2% | 0% | 0.0 | 3% | -10%
Cc1ccc(N2CC(C(N)=O)CC2=O)cc1C (configuration not stated) | 0% | -6 | -3 | -1% | -4% | 0% | 0.5 | 0% | 0%
COc1cc(OC)c(NC(=O)C(C)n2nc(-c3ccc(C)c(C)c3)ccc2=O)cc1Cl (configuration not stated) | -23% | 2 | · | -14% | -2% | 2% | 0.6 | -4% | -6%
CCOC(=O)C1CCN(C(=O)CCc2c(C)nc3cc(-c4ccccc4)nn3c2C)CC1 | 21% | 3 | 0 | -9% | -11% | -2% | -0.1 | -9% | 11%
N/C(=N\OC(=O)CSc1ccccc1)c1ccccn1 | -10% | -1 | -10 | 29% | 3% | -5% | 0.4 | -25% | 0%
CCCCOc1ccc(NC2=NC3(CCCCC3)N=C(N)N2)cc1 | ? | -4 | 35* | 29% | 0% | 1% | 0.6 | -1% | 0%
OCCN(CCO)CC(O)CN(c1ccccc1)c1ccccc1 (configuration not stated) | 0% | 2 | 12 | -28% | -1% | -1% | 0.2 | -7% | -11%
NC(=O)C1CCCN(C(=O)CN2C(=O)NC(c3ccccc3)(c3ccccc3)C2=O)C1 (configuration not stated) | -25% | -4 | -7 | 10% | -1% | -3% | 0.5 | 1% | 10%
CCCNC(=O)c1ccccc1NC(=O)c1cccc(-n2cnnn2)c1 | 1% | -8 | 3 | -5% | 0% | -1% | 0.6 | -12% | 20%
CCC1(C)COC(c2ccc3c(c2)OCO3)OC1 (configuration not stated) | -3% | 0 | · | 2% | -2% | -1% | · | 4% | 5%
Cc1cc(O)c(C=O)c2c1C(=O)Oc1c(CO)c(O)c3c(c1O2)C(O)OC3=O (configuration not stated) | · | 25 | 1 | -125% | -1% | 0% | -0.3 | -2% | -18%
CCCC(C)NC(=O)c1cc(Cl)ccc1OC (configuration not stated) | 148%[activator] | -4 | 3 | 16% | -3% | 2% | 0.7 | -1% | -6%
COc1c(Br)cc2c(C)c(C(=O)N3CCOCC3)oc2c1Br | 0% | -12 | -1 | -10% | 3% | -23% | 0.3 | -16% | 1%
CCOC(=O)CNc1nc(OCC#N)nc(N2CCOCC2)n1 | -5% | -6 | -5 | -4% | -2% | 2% | 0.2 | -1% | 8%
CC(=N\NC(=O)c1cc(Br)ccc1O)/C(=N/O)C(=O)Nc1ccccc1 | ? | 0 | -5 | -16% | 0% | 3% | -1.3 | 4% | -6%
Cc1nn(-c2ccccc2)c(C)c1C(=O)NCc1ccc(F)cc1 | 2% | -6 | 18 | -5% | -5% | -1% | -1.8 | -10% | 12%
COc1ccc(CC(=O)NCc2n[nH]c(=S)n2-c2ccc(F)cc2)cc1 | -17% | -2 | -13 | 1%[56.9 µM] | 0% | -4% | 0.9 | 1% | -14%
O=C(Nc1nccs1)c1ccc(Br)c(S(=O)(=O)N2CCCC2)c1 | 6% | -1 | 6 | 11% | -2% | 2% | 0.4 | 5% | 1%
O=C(Cn1c(=S)[nH]c2ccccc2c1=O)NCCc1ccccc1 | -6% | -2 | 1 | -25% | -4% | -2% | -2.5 | -1% | 4%
Cc1ccc2nc(N(CCCN(C)C)C(=O)c3ccc(S(=O)(=O)N4CCCCCC4)cc3)sc2c1 | ? | 2 | -13 | -14% | -10% | 1% | 6.1 | 2% | 21%
CC(C(=O)N1CCc2ccccc21)N(C)CC(=O)Nc1ccccc1Cl (configuration not stated) | 163%[activator] | -5 | 6 | 4% | -3% | 0% | -0.5 | -15% | -5%
Cc1[nH]nc2c1C(c1ccc(F)cc1)C1=C(CC(C)(C)CC1=O)N2 (configuration not stated) | 0% | -7 | 19 | 8%[56.9 µM] | -4% | -2% | 23 | 1% | -2%
Cc1nc2nc[nH]n2c(=O)c1NS(=O)(=O)c1ccc(C(C)(C)C)cc1 | 37%[activator] | -11 | -3 | 19% | -4% | -2% | -0.7 | 5% | 9%
O=C(O)c1ccc(NC(=S)NC(=O)c2cccc(COc3ccccc3)c2)cc1 | 7.9µM* | -3 | · | -46% | 3% | -6% | · | 1% | -13%
Cc1nc(C)c(C(=O)N/N=C/c2c[nH]c3ccccc23)s1 | · | -4 | 24 | -28% | 1% | -31% | -0.5 | -2% | 2%
COc1ccc(Nc2nc(N)c([N+](=O)[O-])c(NCc3ccccc3)n2)cc1 | ? | -8 | 6 | -10% | -4% | -5% | 11 | -3% | -7%
COc1ccc(C(=O)OC(C)C(=O)NC2CCCc3ccccc32)cc1OC (configuration not stated) | -2% | -10 | -5 | 7% | -4% | 1% | 0.5 | -2% | -2%
COCCCNCCOCCSc1ccc(Cl)cc1 | -28% | -16 | 0 | 17% | -8% | -1% | -0.2 | 10% | -17%
CCCn1c(=NC(=O)c2ccco2)c(C(=O)OCC)cc2c(=O)n3ccccc3nc21 | -14% | -2 | 7 | 2% | -3% | 2% | 0.0 | 0% | ·
Cc1c(/C=N\NC(=O)c2csc3ccccc23)cnn1C | 0% | 1 | -4 | 0% | -2% | -16% | 0.1 | ? | -5%
COc1ccc(-c2nc(C)c(CCNC(=O)c3ccco3)s2)cc1 | -6% | -4 | · | -5% | 1% | -3% | 0.3 | -1% | -1%
CCOC(=O)c1c(NC(=O)COC(=O)Cc2c[nH]c3ccccc23)sc(C(=O)N(C)C)c1C | 13% | -5 | -1 | -1% | -1% | 3% | 0.5 | 1% | 3%
CC(C)(C)CC(=O)NC(=S)NCCc1ccccc1 | ? | 5 | 4 | -13% | 1% | 0% | 0.6 | 1% | 1%
Cn1cccc2[nH]c(=O)nc1-2 | 0% | -5 | -26 | -19% | -3% | -1% | 0.6 | 0% | 1%
CCn1cc(C(=O)N[C@H](C(=O)NCCCO)C(C)C)c(=O)c2cc3c(cc21)OCO3 | 0% | -2 | 12 | -15% | -3% | 0% | 0.9 | -1% | 6%
CCc1cn([C@H]2C[C@H](O)[C@@H](CO)O2)c(=O)[nH]c1=O | 12% | -4 | -27 | -10% | -1% | 1% | 1.4 | -5% | 10%
COc1cccc(OCCCCCN2CCOCC2)c1 | -20% | -4 | 0 | 12% | 0% | 1% | -3.6 | 3% | 0%
CCOc1cc(C(=O)OCC(=O)c2c[nH]c3ccccc23)ccc1OCC(=O)N1CCOCC1 | 5% | -2 | -5 | -5% | -3% | -4% | 0.2 | · | -1%
